Screening results deposited in PubChem by Sanford-Burnham Center for Chemical Genomics.
MKP-3 inhibition = inhibition of rat DUSP6 enzyme activity – biochemical, in vitro, primary screen (AID 425). recombinant MKP-3 phosphatase activity, fluorescence; higher % means a stronger effect. inhibition, % at 20 µM; hits with a dose series show IC50 in µM. 0.17% of 110,000 active; in the data active means inhibition above about 50%;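 further: plate controls were vehicle for no effect and reference inhibitor for full effect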
Hsp70 displacement = Hsp70 inhibitors, probe displacement, primary screen, biochemical, fluorescence polarization (AID 583). Hsp70 fluorescence polarization probe displacement, mP; higher % means a stronger effect. one-dose displacement, % at 20 µM; IC50 in µM for titrated hits. 0.06% of 140,000 active; in the data active means displacement above about 50%;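 further: plate controls were vehicle for no effect and reference ligand for full effect; a part of the inactive calls stands beside numbers as strong as those of hits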
Active calls of the source: *; . = no result given; & = joins results of further samples. The list is partial, so the mix of outcomes need not match the whole.

SMILES	MKP-3 inhibition	Hsp70 displacement
O=C(CCn1c(=S)[nH]c2cc3c(cc2c1=O)OCO3)NCCN1CCCC1	-4.6%	-0.1%
CC(=O)N1CCCc2cc(S(=O)(=O)NCc3ccc(C)cc3)ccc21	-6.7%	2.4%
COc1ccc(CNc2nc(-c3cccnc3)nn2C(=O)c2ccco2)cc1	-12.9%	2.8%
COc1cc(OC)c(/C=C2\SC(=Nc3ccc(C)c(Cl)c3)NC2=O)cc1Br	3.7%	-0.5%
COc1cc(C=O)c(Br)cc1OCc1ccc(F)cc1	-2.2%	1.1%
O=C(CCNc1cccc(C(F)(F)F)c1)c1ccco1	-5.8%	.
O=C1N/C(=N\N=C\c2ccco2)SC1Cc1cc(Cl)ccc1Cl (centres undefined)	-0.1%	-1.2%
Cc1ccccc1C(=O)NC(NC(=O)c1ccccc1C)c1ccc(Br)cc1	0.2%	-0.3%
CCOc1cc(C2CC(=O)NC3=C2C(=O)C(C(=O)OC)C(C)C3)cc(Cl)c1O (centres undefined)	1.1%	1.4%
COc1ccccc1NC(=O)CSc1nnc(-c2ccc(NC(C)=O)cc2)n1C	1.2%	0.2%
O=C1NN=C2C3CCC4CC12CC1(C3)C(=O)NN=C41	-2.2%	-1.5%
CN(C)c1ccc(NC(=O)COc2ccccc2)cc1	0.2%	2.1%
CC(C(=O)O)N1C(=O)/C(=C/c2ccccc2)SC1=S (centres undefined)	3.4%	2.8%
CC(=O)Nc1ccc(OCC(O)Cn2cnc3ccccc32)cc1 (centres undefined)	.	-2.5%
COc1ccc(NC(=O)c2ccc(N3C(=O)CCC3=O)cc2)cc1	1.6%	0.9%
CCc1nnc(NC(=O)c2ccc([N+](=O)[O-])cc2)s1	-4.4%	2.8%
CCOc1ccccc1/C=C(/NC(=O)c1ccccc1)C(=O)N1CCCCC1	0.7%	0.5%
CC(C)N(CCCNC(=O)CC1Oc2ccccc2NC1=O)Cc1ccccc1 (centres undefined)	-5.4%	2.3%
CCn1cc(C(=O)NCc2ccc(Cl)cc2)c(=O)c2cc(S(=O)(=O)N3CCOCC3)ccc21	-6.0%	1.6%
COc1ccc(N2C(=O)CCC(C(=O)c3ccccc3)=C2C)cc1	-10.0%	-0.6%
COc1ccc(-n2c(C)cc(C)nc2=O)cc1	-1.5%	2.9%
CCCC(=O)Nc1cccc(-c2cn3ccsc3n2)c1	-3.6%	-8.4%
CC(=O)Nc1cccc(-c2nnc(-c3ccccc3)o2)c1	-9.4%	1.4%
COc1ccc(CCNc2oc(-c3ccccc3OC)nc2C#N)cc1OC	-7.0%	-3.0%
Cc1cc(C(=O)NCc2cc(C)n(C)n2)sc1-c1ccccc1	-15.1%	3.0%
CC1=C(C(=O)Nc2ccccc2C)C(c2ccccc2Cl)C(C#N)=C(SCC(N)=O)N1 (centres undefined)	2.3%	-3.1%
CCOC(=O)C1=C(O)/C(=C\c2ccccc2)SC1=Nc1cccc(Cl)c1	4.7%	0.0%
CCc1cc2cc(C(=O)Nc3ccccc3F)sc2s1	-9.1%	0.1%
Cc1cccc(NC(=O)c2ccccc2NC(=O)c2ccccc2)c1	-2.4%	2.1%
O=C1C(=O)N(c2cccnc2)C(c2ccc(F)cc2)/C1=C(\O)c1ccc(Cl)cc1 (centres undefined)	2.2%	-2.5%
O=C(NCc1ccco1)C(=O)Nc1ccc(Oc2ccccc2)cc1	2.7%	-2.9%
CC(C)C(=O)NCCNc1ccc([N+](=O)[O-])cc1Cl	-1.6%	3.3%
COc1ccc(C(=O)/C(C)=N/O)cc1OC	-11.6%	1.6%
CC1(C)CC(=O)C(CCC#N)(CCC#N)C(=O)C1	2.8%	-5.1%
O=c1oc2cc(OCc3c(F)c(F)c(F)c(F)c3F)ccc2cc1-c1ccccn1	1.6%	-2.5%
CC(C)(C)C(=O)[C@H]1[C@H](c2ccccc2)[C@@]2(N=C(c3ccccc3)OC2=O)C2c3ccccc3C=NN21 (some centres undefined)	.	-2.0%
COc1ccc(C(=O)Nc2ccccc2NC(=O)c2ccco2)cc1OC	-10.8%	0.6%
CCOc1cc2c(c([N+](=O)[O-])c1)NC(c1ccccc1F)C1CC=CC21 (centres undefined)	5.7%	3.9%
Cc1cc(Cl)ccc1OC(C)c1nnc(N)s1 (centres undefined)	.	-2.1%
Brc1ccc(CN2CCN(c3ccccn3)CC2)s1	.	2.7%

Among those listed so far, 6 have four or more nitrogen atoms.
SMILES	MKP-3 inhibition	Hsp70 displacement
O=C(CCn1c(=S)[nH]c2cc3c(cc2c1=O)OCO3)NCCN1CCCC1	-4.6%	-0.1%
COc1ccc(CNc2nc(-c3cccnc3)nn2C(=O)c2ccco2)cc1	-12.9%	2.8%
COc1ccccc1NC(=O)CSc1nnc(-c2ccc(NC(C)=O)cc2)n1C	1.2%	0.2%
O=C1NN=C2C3CCC4CC12CC1(C3)C(=O)NN=C41	-2.2%	-1.5%
CCc1nnc(NC(=O)c2ccc([N+](=O)[O-])cc2)s1	-4.4%	2.8%
CC1=C(C(=O)Nc2ccccc2C)C(c2ccccc2Cl)C(C#N)=C(SCC(N)=O)N1 (centres undefined)	2.3%	-3.1%

The results go on.
SMILES	MKP-3 inhibition	Hsp70 displacement
CCC(CC)C(=O)Nc1cccc(-c2nc3ccccc3o2)c1	-9.7%	-1.2%
COCCCN1C(=O)/C(=C\c2ccc(Br)cc2)C(C(=O)OC)=C1C	4.3%	1.5%
O=C(Cn1nnc(-c2cccs2)n1)N1CCc2ccccc2C1	-2.9%	-4.2%
CCCCOc1ccc(C(=O)Nc2cccc(-c3nc4cc(C)ccc4o3)c2C)cc1	3.5%	0.3%
COc1ccc(C2=NOC(C(=O)NCc3cccs3)C2)cc1 (centres undefined)	.	6.7%
Cc1ccc(S(=O)(=O)N2CCC(C(=O)N3CCC(C(=O)NCc4cccnc4)CC3)CC2)cc1	5.0%	-0.5%
Oc1cc2c(cc1CN1CCN(c3cccc(C(F)(F)F)c3)CC1)CCC2	.	8.0%
COc1cccc(CN2CCN(C(=O)c3ccccc3OC)CC2)c1	3.2%	-0.4%
O=C(Nc1cc(Cl)cc(Cl)c1)c1ccc(-c2ccc([N+](=O)[O-])cc2)o1	7.7%	3.7%
CC(C)c1ccccc1NS(=O)(=O)c1cccc([N+](=O)[O-])c1	-2.9%	-1.5%
O=C(O)c1nn2c(c1Br)NC(c1ccccc1)CC2C(F)(F)F (centres undefined)	-4.0%	2.0%
Cc1ccc([N+](=O)[O-])cc1N1C(=O)C2C(C1=O)C1C=CC2C12CC2 (centres undefined)	0.0%	1.8%
O=C(COC(=O)C1(c2ccc(Cl)cc2)CCCC1)NC1CCS(=O)(=O)C1 (centres undefined)	.	-0.5%
O=C1C=CC(=O)N1c1ccc(Oc2ccc(S(=O)(=O)c3ccc(Oc4ccc(N5C(=O)C=CC5=O)cc4)cc3)cc2)cc1	8.2%	2.8%
CCN(CC)S(=O)(=O)c1ccc2c(c1)nc(SCC(=O)NC1CC1)n2-c1ccccc1OC	-8.4%	1.0%
COc1ccc(-c2nn[nH]n2)cc1OC	.	-4.1%
Cc1cccc(N2CN=c3s/c(=C\c4ccncc4)c(=O)n3C2)c1	-4.1%	0.1%
COc1ccccc1NC(=O)CC1Nc2ccccc2NC1=O (centres undefined)	-6.3%	2.2%
CCCc1nc(Nc2nc3ccccc3o2)nc(C)c1C(=O)OCC	8.3%	11.6%
COc1cccc(NC(=O)N(C2CCCCC2)C(C)c2cccs2)c1 (centres undefined)	.	-3.5%
N/C(Cc1ccc([N+](=O)[O-])cc1)=N\OC(=O)c1ccc2ccccc2c1	3.3%	-2.1%&-10.6%
N#Cc1ccsc1NC(=O)COc1ccc(-c2nnco2)cc1	-0.8%	0.0%
CCCc1cc(NCC2CCCO2)n2c(nc3ccccc32)c1C#N (centres undefined)	.	-0.6%
CCCOc1ccc(N2C(=O)CC(N(CCc3ccccc3)C(=S)Nc3ccccc3)C2=O)cc1 (centres undefined)	-1.9%	-1.6%
COc1ccc(NC(=O)c2sc3cc(C)ccc3c2Cl)c(OC)c1	0.1%	-0.7%
CC(CN)(NS(=O)(=O)c1ccccc1)c1ccccc1 (centres undefined)	2.2%	-0.9%
CC(C)(C)n1nc2c(c1NC(=O)Cc1cccc3ccccc13)CS(=O)C2 (centres undefined)	5.7%	5.8%
O=C(c1ccc(COc2ccc(F)cc2)o1)n1cccn1	-0.7%	2.9%
CCCCSc1nc(O)c(C2OC(=O)c3c2ccc(OC)c3OC)c(=O)n1C (centres undefined)	1.3%	7.4%
COCCSc1ccccc1C(=O)NCc1ccco1	-1.4%	-2.1%
CCOC(=O)c1c(NC(=O)c2ccccc2OC)sc(C(=O)Nc2ccccc2F)c1C	0.6%	-1.1%
COc1ccc(CN2CCN(S(C)(=O)=O)CC2)cc1Br	2.5%	-2.9%
CCOc1ccc(N(CC(=O)NC2CCCCC2)S(=O)(=O)c2ccc(Cl)cc2)cc1	-1.2%	2.4%
Cc1cc(C)n(C(=O)Cn2nc(C(F)F)cc2C)n1	.	3.8%
O=C(O)CNS(=O)(=O)c1cccc2nsnc12	.	1.3%
O=C(c1cccnc1NCc1ccc(F)cc1)N1CCOCC1	-6.4%	-1.3%
Cc1ccccc1NS(=O)(=O)c1ccc2c(c1)C(=O)c1cc(S(=O)(=O)Nc3ccccc3C)ccc1-2	0.2%	-1.0%
CCOC(=O)N1CCN(C(=O)CCCn2c(=S)[nH]c3ccc(Br)cc3c2=O)CC1	.	-1.6%
O=C(Nc1cccnc1)c1cc(-c2ccccc2Cl)nc2ccccc12	3.4%	-1.6%
O=C(O)c1cc(S(=O)(=O)NCc2ccco2)c(Cl)cc1Cl	7.1%	1.4%

Ordered by length of the SMILES (largest number first): part of the list above.
SMILES	MKP-3 inhibition	Hsp70 displacement
CCOC(=O)N1CCN(C(=O)CCCn2c(=S)[nH]c3ccc(Br)cc3c2=O)CC1	.	-1.6%
CCOc1ccc(N(CC(=O)NC2CCCCC2)S(=O)(=O)c2ccc(Cl)cc2)cc1	-1.2%	2.4%
N/C(Cc1ccc([N+](=O)[O-])cc1)=N\OC(=O)c1ccc2ccccc2c1	3.3%	-2.1%&-10.6%
CCCCSc1nc(O)c(C2OC(=O)c3c2ccc(OC)c3OC)c(=O)n1C (centres undefined)	1.3%	7.4%
O=C(Nc1cccnc1)c1cc(-c2ccccc2Cl)nc2ccccc12	3.4%	-1.6%
COc1ccc(CN2CCN(S(C)(=O)=O)CC2)cc1Br	2.5%	-2.9%
CC(CN)(NS(=O)(=O)c1ccccc1)c1ccccc1 (centres undefined)	2.2%	-0.9%

Further entries:
SMILES	MKP-3 inhibition	Hsp70 displacement
COc1ccc(C)cc1NC(=O)C1CCCN(S(=O)(=O)c2cnc[nH]2)C1 (centres undefined)	-10.3%	3.0%
CCc1ccc(-c2nc(CN3CCC(C(=O)NCCN(CC)c4ccccc4)CC3)c(C)o2)cc1	6.1%	5.4%
Cc1ccc(C(=O)Nc2cccc3ccccc23)o1	-1.0%	2.5%
O=S(=O)(c1cccc2nsnc12)N1CCN(C/C=C/c2ccccc2)CC1	-5.6%	-5.2%
O=Cc1ccc(Oc2ncnc3ccccc23)cc1	2.7%	-2.8%
Cc1ccc(C23CC4CC(CC(C(=O)Nc5ccc(C(=O)O)cc5)(C4)C2)C3)cc1	-1.8%	4.9%
c1ccc2oc(SCCCCCSc3nc4ccccc4o3)nc2c1	-0.6%	-4.3%
O=C(NCCCn1ccnc1)c1ccc(C(=O)NCCCn2ccnc2)cc1	0.5%	-2.0%
COc1ccc(NC(=O)C2CCN(c3cc(C)nc(-c4ccccc4)n3)CC2)cc1	2.7%	-3.1%
CN(CCc1ccccn1)Cc1ccc(Cl)cc1Cl	-13.3%	.
CCCCC(O)(C(NC=O)C(=O)OC)C(F)(F)F (centres undefined)	-7.4%	2.8%
COc1ccc(NC(=O)C2=C(C)NC(=O)NC2c2ccc(OC)cc2)cc1 (centres undefined)	3.2%	0.3%
O=C(CCCc1nc(-c2ccccc2)no1)Nc1cccnc1	-2.4%	6.0%
CCOC(=O)C1=C(N)OC2=C(C(=O)CCC2)C1c1cccnc1 (centres undefined)	4.6%	-0.1%
Clc1ccc(CC(Cc2nc3ccccc3[nH]2)c2nc3ccccc3[nH]2)cc1 (centres undefined)	3.3%	0.9%
CCOC(=O)c1c(NC(=O)Cc2ccccc2)sc2c1CCCCC2	0.8%	2.0%
Cc1noc(C)c1CSc1cc(C)c2ccccc2n1	-1.3%	2.5%
CCCC(=N)C1=C(O)CC(C)(C)CC1=O	-4.9%	2.3%
CCC(=O)Nc1cc(-c2nc3ccccc3o2)ccc1OC	3.5%	0.8%
CS(=O)(=O)N1CCc2cc(S(=O)(=O)Nc3ccc4c(c3)OCCO4)ccc21	.	3.6%
c1ccc2[nH]c(SN3CCOCC3)nc2c1	-8.5%	.
COC(=O)c1cc(S(=O)(=O)N2CCC(C)CC2)ccc1F	-8.4%	-3.1%
C=CCN1C(=O)C(Cc2ccc(OC)cc2)SC1=Nc1ccc(C(=O)O)cc1 (centres undefined)	3.3%	-3.4%
COc1cc(OC)cc(C(=O)Nc2ccccc2Br)c1	0.4%	-2.4%
COC(=O)c1cc(=O)nc2scc(C)n12	1.8%	3.9%
CC1=CC(c2ccccc2)n2nc(NS(=O)(=O)c3ccc(C)cc3)nc2N1 (centres undefined)	-11.7%	-4.0%
CC(C(=O)N1CCN(C)CC1)N1C(=O)c2ccccc2C1=O (centres undefined)	2.5%&-2.5%	4.1%
CCOC(=O)c1ccc2c(c1)NC(=O)C(N1CCN(c3ccc(OC)cc3)CC1)S2 (centres undefined)	-2.0%	0.2%
OCCNc1nc(N2CCN(Cc3ccccc3)CC2)nc2ccccc12	-13.1%	-3.6%
CCc1ccc(N2CC34C=CC(O3)C(C(=O)OC(C)C)C4C2=O)cc1 (centres undefined)	-7.9%	-5.7%
Cc1ccc(Nc2ncnc3sc(C)c(C)c23)cc1	.	7.3%
CCOC(=O)N1CCN(CCC(=O)c2ccc(Cl)cc2)CC1	1.4%	1.8%
CC1CN=C(N(C(=O)Nc2ccccc2)c2ccc(S(=O)(=O)N3CCOCC3)cc2)S1 (centres undefined)	-6.0%	5.1%
